LMPTP block – LMPTP (human) inhibition. P24666. recombinant LMPTP-A, OMFP fluorogenic substrate, fluorescence intensity. inhibition, % at 20 µM. actives 0.22% (n = 360,000);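 active means compounds that cut the enzyme signal by at least half of the control window in the single-dose screen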;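 further: plate controls were DMSO wells with enzyme plus substrate for no effect and substrate without enzyme for full effect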
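Buffer or medium: Bis-Tris pH 6.0, DTT, detergent; Assay system: LMPTP-A enzyme; Quantity: 0.625 nM enzyme; Detection: endpoint fluorescence intensity; Times: 50 min dark incubation at room temperature; Controls: substrate-only low control, DMSO enzyme-plus-substrate high control; Doses: single 20 µM dose; Read-out: percent inhibition versus substrate-only and uninhibited controls; Reagent: 400 µM OMFP.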
Scp1 inh – Scp-1 (human) phosphatase inhibition | Recombinant Scp1, phosphopeptide, malachite green phosphate absorbance | inhibition, % at 20 µM | actives 0.88% (n = 340,000);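 active means inhibition above about 50% at 20 µM, limit read from the data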;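 further: plate controls were DMSO wells with enzyme for no effect and wells lacking enzyme for full effect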
Target sequence (Q9GZU7 76-261 limits assumed): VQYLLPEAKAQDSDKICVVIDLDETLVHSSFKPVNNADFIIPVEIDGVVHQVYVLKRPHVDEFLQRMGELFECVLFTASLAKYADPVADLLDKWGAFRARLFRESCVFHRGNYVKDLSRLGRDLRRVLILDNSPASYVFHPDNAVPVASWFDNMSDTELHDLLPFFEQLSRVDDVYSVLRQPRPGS
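Test system – truncated SCP-1 phosphatase (76-261aa) · Reagent – Phosphorylated 17-residue peptide substrate · Incubation – 45 min room-temperature reaction, 5 min colour, 30 min stabiliser · Detection – colorimetric phosphate reagent with accelerator and stabiliser, absorbance at 630 nm · Measure – % inhibition at 20 µM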
DNMT1 block – DNMT1 (human) enzyme inhibition; P26358; DNMT1 molecular beacon, Hinp1I cleavage, fluorescence; inhibition (reported as % activation of signal), % at 10 µM; actives 0.83% (n = 360,000); AID 588458; in the data active means inhibition above about 50%
PABP1 MLLE inh – blocks PAM2 peptide binding to the PABP1 MLLE domain | actives 0.36% (n = 360,000) | AID 588489 | GST-MLLE / FITC-PAM2 fluorescence polarization | P11940 | inhibition, % at 20 µM; in the data active means inhibition above about 35%, passing the limit was not always enough;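 further: plate controls were DMSO wells with GST-MLLE for no effect and wells lacking GST-MLLE protein for full effect; some results filed as inactive read as strong as hits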
CSN inh – inhibitors of human CSN-mediated cullin deneddylation | actives 0.38% (n = 360,000) | Q92905 | AID 651999 | inhibition, % at 12.5 µM | Purified CSN, SCF-Nedd8-OG deneddylation, fluorescence polarization;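 active means pattern-corrected inhibition above about 35%, with an unprinted fluorescence ratio check between 0.5 and 1.5, limit read from the data, passing the limit was not always enough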;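 further: 0% = enzyme with substrate and 100% = substrate without enzyme; some results filed as inactive read as strong as hits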
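Detection – fluorescence polarization · System – HEK293T-derived human Csn5 enzyme · Controls – substrate-only high control, full reaction low control · Timing – 90 min, room temperature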
NadD block – blocks S. aureus nicotinate mononucleotide adenylyltransferase; purified NadD enzyme, colorimetric absorbance read-out; inhibition, % at 20 µM; actives 0.78% (n = 360,000); AID 602399; in the data active means inhibition above about 26%; further: some compounds past the cut are filed as inactive
STEP inh – blocks human striatal-enriched tyrosine phosphatase. P54829. recombinant STEP, OMFP fluorogenic substrate, fluorescence. inhibition, % at 20 µM. actives 0.25% (n = 360,000). AID 588621;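 active means inhibition at 20 µM, scaled per plate between control wells, above about 37%, limit read from the data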;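 further: 0% = DMSO with enzyme and substrate and 100% = substrate only without enzyme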
Target sequence (P54829 whole entry, looked up): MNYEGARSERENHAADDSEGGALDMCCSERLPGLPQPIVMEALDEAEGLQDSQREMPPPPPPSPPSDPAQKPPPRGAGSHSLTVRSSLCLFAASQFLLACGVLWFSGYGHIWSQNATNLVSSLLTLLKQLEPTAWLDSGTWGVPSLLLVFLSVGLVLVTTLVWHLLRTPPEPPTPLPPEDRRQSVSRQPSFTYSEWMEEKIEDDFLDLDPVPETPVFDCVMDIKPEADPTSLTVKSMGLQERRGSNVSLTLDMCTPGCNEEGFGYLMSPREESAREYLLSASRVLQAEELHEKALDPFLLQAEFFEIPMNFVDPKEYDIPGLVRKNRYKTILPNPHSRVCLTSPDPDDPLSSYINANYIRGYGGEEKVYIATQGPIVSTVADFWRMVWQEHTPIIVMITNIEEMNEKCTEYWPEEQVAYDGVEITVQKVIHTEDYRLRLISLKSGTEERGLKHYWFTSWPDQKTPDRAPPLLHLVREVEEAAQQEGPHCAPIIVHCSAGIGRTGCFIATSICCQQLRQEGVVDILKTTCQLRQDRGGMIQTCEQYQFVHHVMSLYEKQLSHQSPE
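Test system: STEP tyrosine phosphatase / Reagent: OMFP at 25 µM / Doses: 20 µM, 1% DMSO / Read-out: percent inhibition scaled to no-enzyme and uninhibited-enzyme controls, plate-pattern corrected / Detection: FITC-channel fluorescence of OMFP product / Medium: Bis-Tris buffer pH 6.0, 2.5 mM DTT, 0.005% Tween 20 / Schedule: 20 min at room temperature, dark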
Tb MetRS inh – blocks T. brucei methionyl-tRNA synthetase activity; purified T. brucei MetRS, ATP depletion, Kinase-Glo luminescence; inhibition, % at 11.9 µM; actives 0.4% (n = 360,000); AID 624268;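 active means inhibition above a per-plate cutoff of the control wells' mean inhibition plus 3 SD, cut at about 5.5% in these data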;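 further: 0% = DMSO wells median and 100% = median of wells with control inhibitor compound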
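technique = Kinase-Glo luminescence, ATP depletion format | system = purified MetRS (methionyl-tRNA synthetase) enzyme from Trypanosoma brucei | timing = 15 min preincubation, 2 h reaction, all 25 °C | evaluation = percent inhibition versus plate control medians | dosing = single dose, 11.9 µM final nominal, 0.9% final DMSO | also added = substrates ATP, L-methionine and bulk Escherichia coli tRNA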
Rpn11 block – Rpn11 (human) deubiquitinase inhibition; actives 0.59% (n = 360,000); O00487; human 26S proteasome, Ub4-pepOG fluorescence polarization; 20S core pre-blocked with epoxomicin; calls only at 20 µM; AID 588493;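 active means inhibition at 20 µM, scaled to each plate's controls, above about 33%, limit read from the data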
Target sequence (O00487 whole entry, looked up): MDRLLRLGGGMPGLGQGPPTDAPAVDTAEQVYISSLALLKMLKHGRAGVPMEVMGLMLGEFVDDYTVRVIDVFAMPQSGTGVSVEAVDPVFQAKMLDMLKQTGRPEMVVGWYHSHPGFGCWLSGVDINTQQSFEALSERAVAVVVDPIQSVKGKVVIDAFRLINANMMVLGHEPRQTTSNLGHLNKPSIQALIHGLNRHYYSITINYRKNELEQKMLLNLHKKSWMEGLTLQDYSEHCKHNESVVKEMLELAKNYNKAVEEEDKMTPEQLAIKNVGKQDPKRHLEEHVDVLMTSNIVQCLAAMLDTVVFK
SUMO1-SIM PPI – alters human SUMO1 binding to SIM partners; P63165; SUMO1 binding to a labelled peptide, TR-FRET, 1 h; inhibition, % at 20 µM; actives 0.33% (n = 360,000); AID 602429; in the data active means inhibition above about 37%
Starred values were filed as active, the others as inactive; i = inactive; nt = not tested or not shown.

SMILES	LMPTP block	Scp1 inh	DNMT1 block	PABP1 MLLE inh	CSN inh	NadD block	STEP inh	Tb MetRS inh	Rpn11 block	SUMO1-SIM PPI
Cc1ccc2nc(Nc3nc(CSc4nnc(C)s4)cc(=O)[nH]3)nc(C)c2c1	-0.2	-6	2	6	5	-1	-3	-0.3	i	-3
Cc1ccc(/C=C2/Sc3ccc(C(=O)NCc4ccccn4)cc3NC2=O)cc1	19	6	24	-48	61*	4	12	-0.1	nt	50*
COC(=O)NNC(=S)NCc1ccccc1	-2.3	-5	-3	-60	-3	-1	3	-0.2	i	-3
CN(CC(=O)Nc1cccc(F)c1)C(=O)C1CC(=O)N(Cc2ccccc2)C1 (stereo not given)	-1.6	-7	-2	2	-2	-2	3	0.0	i	-2
CCn1c(SCC(=O)N/N=C(\C)c2ccncc2)nnc1-c1ccc(C)cc1	-1.8	-10	-1	-44	3	6	-2	0.6	i	-6
O=C(COC(=O)/C=C/c1ccccc1)NNC(=O)c1ccc([N+](=O)[O-])cc1	-0.5	-10	1	-9	-2	0	2	0.1	i	-18
Cc1ccc(C(=O)N(Cc2ccco2)c2c(N)n(Cc3ccccc3)c(=O)[nH]c2=O)cc1	-1.0	nt	1	1	-7	1	2	-0.3	i	-1
CCOCCCNC(=O)c1cn(CC(C)C)c(=O)c2c1c1ccccc1n2C	0.0	-12	0	5	2	-3	-2	-0.1	i	-5
CC(=O)Nc1ccc(C)c(NC(=S)Nc2ccc(F)cc2)c1	-1.5	-8	-1	20	-1	0	2	-0.6	i	5
Cc1ccc(CSc2nc3sc(C)c(C)c3c(=O)n2Cc2ccco2)cc1	3.3	-10	5	-77	4	3	3	-0.3	i	1
Cc1c(C)c2ccc(OC(C)C(=O)NC3CC(C)(C)NC(C)(C)C3)cc2oc1=O (stereo not given)	-0.5	-8	-1	3	1	-5	-1	0.0	i	2
O=C(Nc1ccc2c(c1)OCCO2)NC1CCCCC1	-1.3	-3	-3	-2	-5	2	4	0.2	i	0
COCOc1cccc(CN2CCC2(C)C(=O)Nc2cc(OC)ccc2OC)c1 (stereo not given)	0.7	nt	-7	-12	0	-2	3	-0.2	i	4
CC(=O)Nc1cccc(N2C(=O)CC(Cc3ccccc3)C2=O)c1 (stereo not given)	-1.3	-4	3	9	14	-2	-4	-0.3	i	2
COc1ccccc1NC(=O)/C(C#N)=C/c1cc([N+](=O)[O-])ccc1N1CCCC1	-0.8	-17	-2	156	-77	2	-12	0.3	i	-17
CCCCC(=O)NC(=S)Nc1ccccc1C(=O)Nc1ccccc1	-0.1	9	4	40*	-6	-7	-1	0.7	i	0
O=C(CSc1ccccc1)NCc1ccccc1	-1.1	-6	-2	12	0	-5	-5	0.8	i	-2
CCSc1nnc(NC(=O)Cn2cnc3c2c(=O)n(C)c(=O)n3C)s1	-0.6	-7	1	-2	-3	0	0	-0.2	i	3
CN1C[C@@H]2[C@@H]3C(=O)N(Cc4ccccc4)C(=O)[C@@H]3[C@](C)(C1=O)N2C(=O)c1ccc(Br)cc1	-1.6	-4	10	6	-5	0	1	-0.2	i	8
CN1CC(=O)N(CCOc2ccccc2)C1=O	-1.3	-5	1	0	1	0	-1	0.1	i	2
COc1ccc(S(=O)(=O)N2CC(O)CC2C(=O)OCC(=O)Nc2ccc(Cl)cn2)cc1 (stereo not given)	-0.4	-8	1	0	-3	-2	-1	-0.2	i	3
COc1cccc2c1OCC(C(=O)O)C2 (stereo not given)	-1.2	-1	53*	-4	-3	-1	-1	-0.2	i	-2
Cn1c(=O)c2c(nc(NC3CCCC3)n2C)n(C)c1=O	-0.4	-7	0	4	1	0	2	0.3	i	0
C#CCSc1nc(-c2cccs2)ccc1C#N	2.3	-7	-1	2	9	-3	-1	-0.6	i	-6
CC(C)Cc1nc(SCC(=O)N2CCOCC2)c2c(=O)n(C)c(=O)n(C)c2n1	-1.7	-8	1	4	-4	-4	0	-0.1	i	1

Continued:
SMILES	LMPTP block	Scp1 inh	DNMT1 block	PABP1 MLLE inh	CSN inh	NadD block	STEP inh	Tb MetRS inh	Rpn11 block	SUMO1-SIM PPI
O=C(Nc1ccc(F)c(Cl)c1)c1cncs1	-2.1	-9	4	8	0	-6	-1	-1.1	i	-1
CC(=O)CN1C(=O)NC(c2ccccc2)(c2ccccc2)C1=O	4.2	17	12	2	0	-3	4	-0.6	i	4
S=C(Nc1ccccc1)N1CCCCCCC1	-0.6	-2	-1	-87	-4	-4	1	1.5	i	-2
CCN(CC)CCCNC(=O)c1sc2ncn(CC(=O)Nc3ccc(C)c(Cl)c3)c(=O)c2c1C	-1.6	9	1	9	-2	-4	-1	-0.6	i	0
COc1cc(C2C(C#N)=C(C)NC3=C2C(=O)CC(C)(C)C3)cc(OC)c1O (stereo not given)	-0.5	-14	2	-8	12	-4	-4	-1.0	i	0
Cc1cc(C(=O)N2CCN(c3ccccc3)CC2)no1	-1.3	0	8	5	4	-1	-5	-1.1	i	-1
COc1ccc(C(=O)N(CCCO)C(C)C(=O)NC2CCCCC2)cc1OC (stereo not given)	0.1	6	3	7	2	4	-2	-0.6	i	-2
Cc1csc(NC(=O)c2cc3ccccc3o2)n1	0.8	-1	-6	-5	3	0	1	0.1	i	-10
COc1cc(NC(=O)C(C)Oc2ccccc2)ccc1NC(=O)COc1ccccc1 (stereo not given)	1.9	-13	-3	-10	4	-12	-1	0.1	i	4
Cc1ccc(Cn2cccc(NC(=O)NC3CCCCC3)c2=O)cc1	-0.1	-5	-7	0	3	-2	5	0.0	i	-3
CCC(C)(C)n1nnnc1C(c1ccc(C)cc1)N1CCCC1 (stereo not given)	-1.2	-12	1	6	-3	1	-4	-0.1	i	2
CC1=C(c2ccc(C(C)C)cc2)S(=O)(=O)N=C1N1CCN(C(=O)c2ccco2)CC1	-3.4	-4	1	3	3	-1	5	-0.6	i	-1
O=C(/C=C/c1ccc(Cl)cc1)NC(=S)Nc1ccc(N2CCOCC2)c(Cl)c1	1.0	-3	1	18	-8	9	-1	0.3	i	1
Cc1ccccc1C(=O)NC(NCc1ccco1)C(Cl)(Cl)Cl (stereo not given)	-1.1	-4	-2	-6	0	-5	1	-0.7	i	-5
NS(=O)(=O)c1ccc(CCNC(=O)C2CCN(S(=O)(=O)c3ccccc3)CC2)cc1	-1.7	0	2	-3	4	-5	-7	-0.9	i	2
CC(C)c1ccc(N(CC(=O)NN=C2CCN(C)CC2)S(=O)(=O)c2ccccc2)cc1	0.4	-5	0	12	-4	-2	8	-0.8	i	-2
Cc1[nH]c(C)c(S(=O)(=O)N2CCN(c3ccccc3F)CC2)c1C(=O)N1CCCCC1	-1.5	-4	-1	2	6	-6	1	-0.4	i	-2
COc1cc2ccccc2cc1C(=O)OCC(=O)c1c(N)n(C)c(=O)n(C)c1=O	-0.4	-15	-1	-22	19	-12	0	-0.1	i	-1
O=c1cc(CN2CCN(S(=O)(=O)c3ccc4c(c3)OCCO4)CC2)c2ccc(O)cc2o1	4.9	19	1	-12	0	15	0	-0.1	i	1
CC(=O)c1ccc(NC(=O)N2CCc3ccccc3C2)cc1	-0.1	-4	-1	-5	-1	1	0	-0.6	i	1
O[C@@H]1CN(CC2CCCCC2)[C@@H](c2ccccc2)C[C@H]1n1cc(-c2ccc(F)cc2)nn1	1.4	nt	-4	8	11	0	-1	-0.7	i	-2
COc1ccc(N2CC(C(=O)Nc3nnc(C4CCCCC4)s3)CC2=O)cc1 (stereo not given)	0.5	-12	-4	-10	-1	-4	-1	-0.1	i	0
c1ccc2c(c1)oc1c(NCCN3CCOCC3)ncnc12	-2.7	1	0	-3	-8	-6	0	-0.7	i	0
Cc1ccc(Cl)c(NC(=O)COC(=O)c2nn(-c3ccccc3)cc2O)c1Cl	0.6	-8	0	13	-2	5	1	0.0	i	10
Cc1ccc2cc(CN(CCCN(C)C)C(=O)NCc3ccccc3)c(=O)[nH]c2c1C	-1.8	-2	2	17	-4	-10	0	-0.3	i	-1

Next entries follow:
SMILES	LMPTP block	Scp1 inh	DNMT1 block	PABP1 MLLE inh	CSN inh	NadD block	STEP inh	Tb MetRS inh	Rpn11 block	SUMO1-SIM PPI
O=C(COC(=O)c1c(F)cccc1Cl)NCC1CCCCC1	-1.5	10	3	7	2	-4	2	-0.4	i	5
COCCCNC(=O)C1CCN(C(=O)c2oc3cc4sc(N(C)C)nc4cc3c2C)CC1	0.0	-3	2	7	-2	-4	0	-0.6	i	-5
O=C(Cc1cccs1)N[C@@H]1c2ccccc2CC[C@H]1OCc1ccccc1	-0.3	14	4	0	4	-11	2	-1.9	i	-2
COCCNC(=O)C(c1ccc(C)cc1)N(C(=O)CCC(=O)Nc1ccccn1)c1ccc(C)cc1 (stereo not given)	0.0	4	-2	-2	1	0	-1	0.0	i	1
N#Cc1c(/N=C/c2ccco2)oc(-c2ccccc2)c1-c1ccccc1	-0.3	-11	-6	-1	-2	0	-3	-0.1	i	-4
CC1(C)CC(Cc2nc(=S)[nH][nH]2)C(=O)O1 (stereo not given)	-2.6	-4	0	18	-1	2	-1	0.2	i	4
O=C(O)C1C2C=CC(C2)C1C(=O)Nc1ccc(C(=O)N2CCCCC2)cc1 (stereo not given)	-0.4	-3	8	-7	5	-5	0	-0.6	i	2
COc1ccccc1C(OC(=O)c1cccs1)C(=O)NCC1CCCO1 (stereo not given)	0.2	-5	1	-6	-3	2	-1	-0.9	i	-2
Cc1ccc2nc(-c3ccc(SCC(=O)Nc4nnc(C)s4)nc3)[nH]c2c1	-1.2	1	7	-4	2	17	0	3.9	i	5
Cc1ccoc1C(=O)NCCNC(=O)c1occc1C	-1.0	6	1	4	-3	0	1	-0.2	i	7

Some of the entries so far, with bars between the fields.
compound | LMPTP block | Scp1 inh | DNMT1 block | PABP1 MLLE inh | CSN inh | NadD block | STEP inh | Tb MetRS inh | Rpn11 block | SUMO1-SIM PPI
COCCCNC(=O)C1CCN(C(=O)c2oc3cc4sc(N(C)C)nc4cc3c2C)CC1 | 0.0 | -3 | 2 | 7 | -2 | -4 | 0 | -0.6 | i | -5
O=C(Cc1cccs1)N[C@@H]1c2ccccc2CC[C@H]1OCc1ccccc1 | -0.3 | 14 | 4 | 0 | 4 | -11 | 2 | -1.9 | i | -2

Compound activity from PubChem BioAssay.
